Rat MKP-3 inhibitors: MKP-3 phosphatase inhibitors, primary screen, biochemical, rat enzyme, in vitro (AID 425) | Dual specificity protein phosphatase 6 (Rattus norvegicus) | recombinant MKP-3 phosphatase activity, fluorescence; higher % means a stronger effect | inhibition, % at 20 µM; hits with a dose series show IC50 in µM | 110,000 compounds, 0.17% hits; in the data active = inhibition above about 50%;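 note: plate controls were vehicle for no effect and reference inhibitor for full effect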
Hsp70 inhibitors: Hsp70 inhibitors, probe displacement, primary screen, biochemical, fluorescence polarization (AID 583). Hsp70 fluorescence polarization probe displacement, mP; higher % means a stronger effect. one-dose displacement, % at 20 µM; IC50 in µM for titrated hits. 140,000 compounds, 0.06% hits; in the data active = displacement above about 50%;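 note: plate controls were vehicle for no effect and reference ligand for full effect; a part of the inactive calls stands beside numbers as strong as those of hits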
An asterisk follows results filed as active; · = not tested or not shown; & = joins results of further samples. Only part of the results is shown, so the mix of outcomes need not match the whole.

SMILES,Rat MKP-3 inhibitors,Hsp70 inhibitors
COc1ccc(S(=O)(=O)N(C)CC(=O)N2CCN(c3ccc(F)cc3)CC2)cc1OC,·,4.5%
CCOC(=O)c1ccc2nc(C)c3c(c2c1)OC(C)C3 (stereo not given),0%,2.1%
Cc1ccc2oc(-c3ccco3)cc(=O)c2c1,2%,1.2%
Cc1ccc(OCC(=O)NCc2ccncc2)c(Br)c1,4%,-4.4%
Cc1ccc(-c2noc(CN(C(=O)C(c3ccccc3)c3ccccc3)C(C)C)n2)cc1,·,-1.4%
COc1ccccc1NS(=O)(=O)c1ccc(C)c([N+](=O)[O-])c1,5%,3.7%
Cc1nnc(Nc2ccc(C(=O)N3CCCCC3)cc2)c2ccccc12,-1%,-0.1%
Cc1cc(/C=C(\C#N)C(=O)NCc2ccco2)c(C)n1C1CCCC1,·,8.1%

Next part.
SMILES,Rat MKP-3 inhibitors,Hsp70 inhibitors
NCC/C=C1/c2ccccc2CSc2ccccc21,·,-2.8%
COc1ccc(/C=C2\SC(=S)N(Nc3ccccc3)C2=O)cc1OC,2%,4.9%
COc1ccc(C2CC(C(F)(F)F)n3nc(C(=O)Nc4c(F)cc(F)cc4Br)c(Cl)c3N2)cc1OC (stereo not given),2%,-0.6%
Cn1nccc1C(=O)Nc1ccccc1C(=O)O,-9%,5.3%
Cc1ccc(C(=O)Nc2cccc([N+](=O)[O-])c2C)cc1C,-2%,-0.6%
CCOC(=O)CSc1nnc(CNC(=O)c2ccccc2OC)n1-c1ccc(OC)cc1,12%,-2.3%
CC(C)CC(=O)NS(=O)(=O)c1ccc(NC(=O)c2ccco2)cc1,-3%,0.1%
Cc1cccc(OCCCc2c(C)n[nH]c2C)c1,-7%&0%,-2.3%&-1.1%

Going on with the list.
SMILES,Rat MKP-3 inhibitors,Hsp70 inhibitors
COC(=O)c1c(NS(=O)(=O)Cc2ccccc2)sc2c1CCCC2,·,-2.8%
O=C(NC1CCCCC1)c1ccc(S(=O)(=O)N2CCCCC2)cc1,-4%,-1.4%
O=C(CSc1nnc(-c2ccccc2)o1)N1CCN(c2ccccc2)CC1,-6%,-3.4%
O=C(Nc1ccc(Cc2ccncc2)cc1)c1cc(F)c(F)cc1Cl,-1%,7.3%
COc1cc(C(=O)c2cc(Br)ccc2NC(=O)C(OC)c2ccccc2)cc(OC)c1OC (stereo not given),4%,-0.5%
O=c1c(-c2ccc(Cl)cc2)coc2c(CN3CCOCC3)c(O)ccc12,-11%,0.0%
CCNC(=O)C1(c2ccccc2)CCCC1,-4%,·
Clc1ccc(Cl)c(OCCOCCN2CCOCC2)c1,0%,-1.6%

(listing goes on)
SMILES,Rat MKP-3 inhibitors,Hsp70 inhibitors
CCN(CC)S(=O)(=O)c1ccc(N2CCOCC2)c(NC(=O)C(=O)c2c(-c3ccccc3)cc3ccccn23)c1,·,-2.7%
Cc1ccc(/C=N/N2CCN(Cc3cccc4ccccc34)CC2)o1,·,-4.5%
O=C1NCCCC1C(=O)NCCN1C(=O)CCC1=O (stereo not given),-8%,0.8%
Cc1cc(C)cc(NC(=O)CSCc2nc3c(nnn3Cc3ccc(F)cc3)c(=O)[nH]2)c1,·,1.2%
Cn1cc(S(=O)(=O)N2CCN(Cc3ccccc3)CC2)c(=O)n(C)c1=O,2%,0.1%
O=C(Nc1ccc(NC(=O)c2cccc3ccccc23)cc1)c1ccc(Br)cc1,4%,5.1%
CCOc1ccc(N(CC(=O)Nc2ccc(C)cc2)S(C)(=O)=O)cc1,-3%,1.8%
CCc1ccc(-c2nn(-c3cc(N4CCOCC4)ccc3[N+](=O)[O-])c(=O)c3ccccc23)cc1,1%,1.2%

Following part.
SMILES,Rat MKP-3 inhibitors,Hsp70 inhibitors
CC(C)Oc1cccc(C(=O)Nc2ccc3oc(-c4ccncc4)nc3c2)c1,0%,-4.3%
O=C(Nc1ccc([N+](=O)[O-])cc1)c1cc2ccccc2o1,1%,-1.6%
O=C(NCc1ccco1)C(=O)Nc1ccc([N+](=O)[O-])cc1,2%,-4.4%
Cc1ccc(S(=O)(=O)N2CC(O)CC2C(=O)Nc2ccc3c(c2)CCC3)cc1 (stereo not given),-2%,-6.8%
COc1ccc(C2CC(C(F)(F)F)n3nc(C(=O)Nc4cccc(Cl)c4Cl)c(Cl)c3N2)cc1 (stereo not given),2%,-3.3%
COc1ccc(C2=NOC(O)(C(F)(F)F)C2)cc1 (stereo not given),0%,-0.1%
C=CCOC(=O)CCCC(=O)NC1CCCCC1,-11%,-1.3%
Nn1c(SCC(=O)NC2CCCCC2)nnc1C1CC1,-2%,-0.9%

The list continues.
SMILES,Rat MKP-3 inhibitors,Hsp70 inhibitors
COc1ccc(OC)c(NC(=O)Cn2cnc3c(cnn3-c3ccccc3)c2=O)c1,1%,-2.4%
C=CCc1ccc(OCCCCN2CCC(C)CC2)c(OC)c1,2%,0.0%
Cc1nc2sc(C(c3ccc(C(C)C)cc3)N3CCN(CCO)CC3)c(O)n2n1 (stereo not given),5%,-4.8%
COc1cc(OC)cc(C(=O)N/N=C(\C)CC(=O)Nc2ccccc2C(F)(F)F)c1,2%,-2.2%
COc1ccc(NS(=O)(=O)c2ccc(NC(=O)C3CCCO3)cc2)cc1 (stereo not given),3%,3.8%
C=CCN1C(=O)CSC1=Nc1cccc(O)c1,-9%,0.5%
COc1ccc(C(=O)Nc2cc(=O)n(C)c(=O)n2C)cc1OC,-1%,-0.8%
O=C(Cn1nnc(-c2ccccc2NC(=O)c2ccco2)n1)Nc1ccccc1,8%,1.6%

(next part)
SMILES,Rat MKP-3 inhibitors,Hsp70 inhibitors
CCOC(=O)c1c(NC(=O)c2c(C)noc2C)sc2c1CCCCC2,·,1.1%
Cc1cc(C(=O)Cn2nnc3ccccc3c2=O)c(C)n1-c1ccccc1F,·,-1.8%
CCc1ccccc1NC1c2ccccc2C(=O)N1Cc1ccco1 (stereo not given),1%,·
Cn1c(=O)cc(SCC(=O)N2CCN(c3ccccc3)CC2)c2ccccc21,·,1.9%
CC(=O)N1C(Nc2ccccc2)CC(C)N1c1ccccc1 (stereo not given),-1%,2.9%
O=C(c1ccc(COc2ccccc2Br)o1)N1CCN(c2ccccn2)CC1,·,-1.3%
Cc1nc(N)sc1-c1csc(Nc2ccc(Cl)cn2)n1,-7%,-0.5%
Cc1ccc(-n2c(=O)c3sccc3n(CC(=O)N3CCCC3)c2=O)cc1,3%,1.2%

Following part:
SMILES,Rat MKP-3 inhibitors,Hsp70 inhibitors
Cc1cc(=O)c2c(o1)CC(C)(C)CC2=O,·,-0.2%
O=C1CSC(c2ccccc2F)N1CCN1CCCCC1 (stereo not given),2%,-1.9%
CN1C(=O)/C(=C\c2ccc(OCCOc3ccc(Br)cc3)cc2)SC1=S,8%,-2.5%
COc1cccc(C(C(=O)NCc2ccco2)N(C(=O)Cn2nnc3ccccc32)C2CC2)c1OC (stereo not given),4%,-1.6%
COc1ccc(N(CC(=O)Nc2ccc(Cl)cc2C)S(=O)(=O)c2ccc(C)c([N+](=O)[O-])c2)cc1,-2%,3.8%
COc1cc(C(=O)NCCOc2ccccc2Cl)cc(OC)c1OC,-1%,-0.8%
COc1ccc(CCNC(=O)C2CCN(S(=O)(=O)c3cccc4nonc34)CC2)cc1OC,3%,·
Cc1ccc(Cn2ccc(NC(=O)C3C4CCC(C4)C3C(=O)O)n2)cc1 (stereo not given),-6%,·

Later entries
SMILES,Rat MKP-3 inhibitors,Hsp70 inhibitors
CSc1nnc2c(n1)c(C)nn2-c1cccc(C)c1,·,-1.2%
COc1ccc(OC)c(C(c2nnnn2Cc2ccccc2)N2CCN(C)CC2)c1 (stereo not given),2%,2.2%
COc1ccc(C(=O)Nc2ccc3oc(-c4ccc(OC)c(Cl)c4)nc3c2)cc1Cl,18%,7.4%
COc1ccc(CNC(=O)c2cc(-c3ccc(OC)c(OC)c3)on2)cc1,-9%,-1.6%
O=C(O)c1cccc([N+](=O)[O-])c1C(=O)Nc1nc2ccccc2s1,-1%,2.1%
Cc1ccc(Nc2nc(CSc3nnc(-c4cccs4)o3)cs2)cc1,-1%,-4.4%
Cn1c(=O)c2c(SCC(=O)NCc3ccco3)nc(CC(C)(C)C)nc2n(C)c1=O,2%,1.5%
Cc1cc(-c2ccccc2)c(C#N)c(N)n1,-2%,-2.9%

Other compounds.
SMILES,Rat MKP-3 inhibitors,Hsp70 inhibitors
Cc1ccc(-c2cc(C(F)(F)F)n3ncc(C(=O)NCCCN4CCOCC4)c3n2)cc1,1%,-1.9%
Cc1cc2c(cc1C)NC(c1c(C)n(C)n(-c3ccccc3)c1=O)C1=C(CC(C)(C)CC1=O)N2 (stereo not given),·,44%
N#Cc1cccc2cnccc12,4%,2.1%
O=C(CCCn1c(=O)[nH]c2ccsc2c1=O)N1CCN(c2ccccn2)CC1,0%,·
CCOc1ccccc1NC(=O)CCn1c(=O)oc2ccccc21,0%,2.3%
O=C(NCc1n[nH]c(=S)n1-c1ccccc1)c1ccc(S(=O)(=O)N2CCOCC2)cc1,-1%,·
Cn1c2ccccc2c2ncn(CCN3CCOCC3)c(=O)c21,-6%,-0.5%
N#CC1=C(N)Oc2cc(O)c(C=Nc3ccccc3I)cc2C1c1ccccc1 (stereo not given),-1%,1.9%

Later entries
SMILES,Rat MKP-3 inhibitors,Hsp70 inhibitors
Cc1cc(C(=O)N2CCN(C/C=C/c3ccccc3)CC2)no1,-3%,2.4%
COc1ccccc1N/N=C(/C#N)C(=N)N1CCCCC1,1%,3.7%
Cc1nnc2c3ccccc3c(-c3ccc(O)cc3)nn12,·,1.5%
Cc1cc(C)n(-c2ncnc3sc4c(c23)CC(C)CC4)n1 (stereo not given),-10%,-3.3%
CC1CCC(N2CCN(Cc3cccc(Br)c3)CC2)CC1 (stereo not given),2%,-2.3%
COc1ccc(/C(N)=N/OC(=O)c2ccccc2Cl)cc1,2%,0.0%
NC(=O)C1=CC2([N+](=O)[O-])CN(Cc3ccccc3)CC([N+](=O)[O-])(C1)C2 (stereo not given),4%,0.9%
COc1ccc(NC(=O)COC(=O)c2c3c(nc4ccccc24)CCCC3)cc1,·,-1.9%

Ordered by SMILES length (low to high): some entries from above.
SMILES,Rat MKP-3 inhibitors,Hsp70 inhibitors
Cc1cc(C)n(-c2ncnc3sc4c(c23)CC(C)CC4)n1 (stereo not given),-10%,-3.3%
Cc1cc(C(=O)N2CCN(C/C=C/c3ccccc3)CC2)no1,-3%,2.4%
NC(=O)C1=CC2([N+](=O)[O-])CN(Cc3ccccc3)CC([N+](=O)[O-])(C1)C2 (stereo not given),4%,0.9%

(continued)
SMILES,Rat MKP-3 inhibitors,Hsp70 inhibitors
O=S(=O)(c1ccc2nc(Cc3cccc(C(F)(F)F)c3)[nH]c2c1)N1CCOCC1,-3%,-3.8%
Cc1sc(-n2c(C)cc(C=O)c2C)c(C(=O)O)c1C,·,-1.6%
O=C(Nc1ccc(Cc2ccncc2)cc1)c1ccc(-c2ccc(Br)cc2)o1,1%,0.7%
Cc1nnc(C)n1/N=C/c1cc(Br)cc(Br)c1O,-5%,47%
CCOC(=O)C1C(=O)C=C(C)C(C(=O)OCC)C1c1ccc(OC)cc1 (stereo not given),-1%,-5.9%
CC1(C)c2ssc(=S)c2-c2ccccc2N1C(=O)CN1CCCCC1,3%,0.0%
COC(=O)c1oc2ccc(OC)cc2c1N,-3%,6.4%
COc1ccc(OC)c2sc(NC(=O)C(C)C)nc12,-1%,3.4%

Structural class: the compounds so far containing a COOH group
SMILES,Rat MKP-3 inhibitors,Hsp70 inhibitors
Cn1nccc1C(=O)Nc1ccccc1C(=O)O,-9%,5.3%
Cc1ccc(Cn2ccc(NC(=O)C3C4CCC(C4)C3C(=O)O)n2)cc1 (stereo not given),-6%,·
O=C(O)c1cccc([N+](=O)[O-])c1C(=O)Nc1nc2ccccc2s1,-1%,2.1%
Cc1sc(-n2c(C)cc(C=O)c2C)c(C(=O)O)c1C,·,-1.6%

Next structures follow.
SMILES,Rat MKP-3 inhibitors,Hsp70 inhibitors
O=[N+]([O-])c1ccc(OC/C=C/c2cccc([N+](=O)[O-])c2)cc1,0%,0.0%
NC(=O)CSCc1nc2ccccc2s1,·,-2.9%
Clc1ccccc1CSc1ncn(-c2ccccc2)n1,·,3.6%
N#Cc1c(NC(=O)CSc2nc(-c3ccco3)cc(C(F)(F)F)n2)sc2c1CCCC2,-1%,-1.5%
Cc1cccc(NC(=O)CN(c2ccc(C(C)C)cc2)S(=O)(=O)c2ccccc2)c1,1%,-4.5%
COc1ccc(C(=O)c2ccc(N3CCOCC3)cc2)c(OC)c1,-10%,2.1%
CC(=O)OC1CC(C)(C)N([O])C(C)(C)C1,0%,-0.6%
COc1ccc(C(=O)Nc2ccccc2)cc1NC(=O)C(C)Oc1ccccc1 (stereo not given),-4%,-1.4%

Full records, looked up by structure.
COc1ccc(C(=O)c2ccc(N3CCOCC3)cc2)c(OC)c1 as listed: Rat MKP-3 inhibitors: -10%; Hsp70 inhibitors: 2.1%
O=[N+]([O-])c1ccc(OC/C=C/c2cccc([N+](=O)[O-])c2)cc1 as listed: Rat MKP-3 inhibitors: 0%; Hsp70 inhibitors: 0.0%

Continued.
SMILES,Rat MKP-3 inhibitors,Hsp70 inhibitors
CC(CNCc1ccc2c(c1)OCO2)NCc1ccc2c(c1)OCO2 (stereo not given),2%,0.8%
O=S1(=O)C=C(Sc2nc3ccccc3s2)c2ccccc21,0%,2.1%
CC(=O)Oc1ccc(NC(=O)CSc2ccccc2)cc1,-10%,2.3%
CC(C)CCn1c(Br)nc2c1c(=O)n(CC(N)=O)c(=O)n2C,-1%,9.2%
COc1ccc(OC)c(C2NC(=O)NC(C)=C2C(=O)OCCc2ccccc2)c1Br (stereo not given),-1%,1.1%
O=C(Nc1ccc(Cl)cn1)c1cccc(Cl)c1Cl,-6%,-0.8%
O=CN1Cc2ccccc2-c2ccccc2C1,-1%,0.1%

Bioassay records: PubChem BioAssay, Sanford-Burnham Center for Chemical Genomics
